# High-throughput results (PubChem BioAssay)
# TSG101-PTAP inh: blocks PTAP/TSG101 interaction to inhibit HIV-1 budding; 340,000 tested, under 10 active; Potency, µM (doses to about 115 µM), inactives show at the highest dose activity change, negative = inhibition, actives largely listed as inhibitors; Fluorescence polarization, FITC-PTAP peptide / Tsg101 binding; Q99816; AID 493005; active = well fitted inhibition curve with a large enough effect in the main read-out, with a control signal flat, not every such curve was filed as active; inconclusive = small, poorly fitted or top-dose-only effect, or effect the other way, or a change in a side signal; inactive = no such curve, though single readings can be large or run the other way; note: potency is the fitted concentration of half-maximal effect; % of control where 0% means no effect
#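 Tsg101 binding domain (10 uM final) was mixed with compound and a FITC-labeled PTAP peptide (50 nM final) in HEPES pH 7.5 buffer with NaCl, Tween 20, EDTA and TCEP; fluorescence polarization was read after 20 min at r.t.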
# TRPV1 ag: agonists of human vanilloid receptor 1 (TRPV1). AID 540275. TRPV1-expressing cells, Fluo-8 calcium influx, agonist mode. Q8NER1. activation, % at 8.33 µM. 320,000 compounds, 0.19% hits; in the data active = activation above about 80%; inconclusive = between about 30% and that limit; note: 0% is about no effect
#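 TRPV1-expressing cells were cultured overnight at 35.5C and loaded with Fluo-8 calcium dye for 40 to 90 min at room temperature. After a 10 s baseline, compound was added and calcium influx was read kinetically for 3 min (ex 480/em 520 nm).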
# Integrin act MD: integrin-mediated muscular dystrophy alleviation activation; AID 624291; Potency, µM (titrated, usually from 38.3 µM), for inactives: top-dose activation, usual class: activators; 350,000 compounds, 0.064% hits; alpha7betagal myoblasts, beta-gal FDG fluorescence, 48 h;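 note: potency is the fitted concentration of half-maximal effect; 100% = response of the positive control SU9516; nearly all actives have a fitted effect of over 60% in size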
#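 Alpha7betagal+/- myoblasts (passage 13) were plated 16-24 hr, then exposed to compounds (1:260 dilution of DMSO stock) for 48 hours at 37C. After MPER lysis, β-galactosidase reporter activity was read as FDG fluorescence (ex 480/em 540) after 30 minutes.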
# USP2a block: USP2a (human) protease inhibition; O75604; USP2 core, Ub-CHOP2 coupled fluorogenic reporter, 485/531; 330,000 compounds, 0.01% hits; Potency, µM (doses to about 38.3 µM), for the others: top-dose activity change, negative = inhibition, usual class: inhibitors; AID 463254;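 note: potency is the fitted concentration of half-maximal effect; plate controls were DMSO wells for no effect and full inhibition by NEM control for full effect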
# Target sequence (O75604 whole entry, looked up): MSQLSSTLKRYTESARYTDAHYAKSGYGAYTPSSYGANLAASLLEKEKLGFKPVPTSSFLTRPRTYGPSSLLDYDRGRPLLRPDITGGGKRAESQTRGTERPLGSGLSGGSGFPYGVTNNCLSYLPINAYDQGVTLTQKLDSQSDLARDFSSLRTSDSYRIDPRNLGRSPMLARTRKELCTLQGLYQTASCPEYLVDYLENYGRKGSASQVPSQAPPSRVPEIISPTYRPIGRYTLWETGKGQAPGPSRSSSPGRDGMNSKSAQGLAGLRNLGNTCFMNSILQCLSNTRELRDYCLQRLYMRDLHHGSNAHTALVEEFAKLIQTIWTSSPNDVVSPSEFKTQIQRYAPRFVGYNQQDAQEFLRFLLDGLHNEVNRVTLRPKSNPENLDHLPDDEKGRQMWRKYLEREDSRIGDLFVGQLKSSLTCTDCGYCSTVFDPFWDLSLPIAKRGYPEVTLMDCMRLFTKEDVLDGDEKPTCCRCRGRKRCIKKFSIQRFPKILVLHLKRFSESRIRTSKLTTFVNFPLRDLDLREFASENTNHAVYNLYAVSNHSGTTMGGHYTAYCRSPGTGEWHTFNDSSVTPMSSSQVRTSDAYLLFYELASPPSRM
#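 Cell-free coupled assay: 10nM USP2 core preincubated 30min RT with compound in Tris-HCl pH 8.0/CaCl2/CHAPS buffer, then 25nM Ub-CHOP2 and 25nM reporter substrate; fluorescence (Ex 485/Em 531) read after 60min RT, normalized to NEM inhibition, concentration-response curves fitted.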
# Eya2 inh: blocks the phosphatase activity of human Eya2; AID 488837; Potency, µM (series often up to 76.9 µM), without a hit: at the top dose activity, negative = inhibition, actives largely listed as inhibitors; 330,000 compounds, 0.006% hits; recombinant Eya2, OMFP fluorescence dephosphorylation (OMFP is methylfluorescein phosphate); note: potency is the fitted concentration of half-maximal effect; % is set by controls: 0 for no effect and ±100 for the full control effect
#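 Eya2 (0.2 uM) preincubated 10 min at ambient with compound, then OMFP substrate added at 50 uM; 10 min reaction in 50 mM HEPES pH 7.5, 50 mM NaCl, 5 uM MgCl2, 0.05% BSA, 1 mM DTT. Fluorescence read at Ex 485/Em 525 nm.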
# ASM inhibitor: human S-ASM enzyme inhibition. P17405. Potency, µM (highest dose often 57.5 µM), for inactives: at the top dose activity change, negative = inhibition, actives largely listed as inhibitors. 340,000 compounds, 0.006% hits. placental ASM, HMU-PC fluorogenic substrate, 60 min. AID 504937; note: potency is the fitted concentration of half-maximal effect
#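 Fluorescence read-out (Ex 386 nm, Em 447 nm) after stopping the reaction at pH 10. Enzyme: ASM from human placenta; substrate HMU-PC0, 9 uM final; 60 min, 37 °C. Compound preincubation 10 min, ambient temperature.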
# p53 reactivator: mutant p53 re-activation in reporter cells. H1299 p53-A138V BP100-luciferase reporter, luminescence, 24 h. 320,000 compounds, 0.063% hits. Potency, µM (highest dose often 92.2 µM), without a hit: top-dose activity change, positive = activation, most hits filed as activators; note: potency is the fitted concentration of half-maximal effect; % of control where 0% means no effect; nearly all actives have a fitted effect of over 45% in size
#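 H1299 (p53-null), stable ts p53-A138V + BP100-Luc; 1000 cells/well, Opti-MEM/10% FBS; cpd 4 pt, 1:5; 24 h, 37 deg C, 5% CO2; detection reagent 10 min RT; luminescence.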
# uPA surface inh: inhibitors of cell surface uPA generation | cell surface uPA generation assay, qHTS | 330,000 compounds, 0.31% hits | Potency, µM (top dose mostly 38.3 µM), for inactives: at the top dose activity change, negative = inhibition, hits mostly inhibitors | AID 540303; active = well fitted inhibition curve with a large enough effect; inconclusive = small, poorly fitted or top-dose-only effect; inactive = no such curve, though single readings can be large or run the other way; tested in mouse RAW 264.7 cells; note: potency is the fitted concentration of half-maximal effect; % is set by controls: 0 for no effect and ±100 for the full control effect; nearly all actives have a fitted effect of over 55% in size
# BRCA1 expr up: BRCA1 expression activation; Potency, µM (series often up to 46.1 µM), inactives show at the highest dose activation, actives largely listed as activators; MCF7-BRCA1-FFLuc reporter, luminescence, 48 h; response scale: scaled: vehicle 0%, 10 µM genistein 100%; 380,000 compounds, 1.1% hits; AID 624202; note: potency is the fitted concentration of half-maximal effect; nearly all actives have a fitted effect of over 80% in size; some results filed as inactive show a strong effect at the top dose
#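 48 h compound treatment of MCF7-BRCA1-FFLuc cells (phenol-red free MEM, 37 °C), then 15 min with luciferase substrate and luminescence imaging.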
# ELG1 genotox: induces genotoxicity in HEK293T cells with luciferase-tagged ELG1; HEK293T ELG1-luciferase reporter, luminescence, 16 h; Potency, µM (series often up to 46 µM), for inactives: at the top dose activity change, positive = activation, usual class: activators; 330,000 compounds, 1.3% hits; note: potency is the fitted concentration of half-maximal effect; % of control where 0% means no effect; nearly all actives have a fitted effect of over 60% in size
#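 Genotoxicity was scored as increased ELG1-luciferase reporter signal, measured by ONE-Glo luminescence (30 min, room temperature). Compound or vehicle exposure of the HEK293T reporter cells lasted 16 hr at 37°C.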
# B2AR arrestin: beta2AR (human) beta-arrestin recruitment activity; P07550; beta-arrestin recruitment to beta2AR, cell-based reporter; Potency, µM (top dose mostly 46.1 µM), without a hit: at the highest dose activation, actives largely listed as activators; 330,000 compounds, 0.02% hits;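 note: potency is the fitted concentration of half-maximal effect; 0% = DMSO controls and full agonism = EC100 isoproterenol or metaproterenol; nearly all actives have a fitted effect of over 65% in size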
# Target sequence (P07550 whole entry, looked up): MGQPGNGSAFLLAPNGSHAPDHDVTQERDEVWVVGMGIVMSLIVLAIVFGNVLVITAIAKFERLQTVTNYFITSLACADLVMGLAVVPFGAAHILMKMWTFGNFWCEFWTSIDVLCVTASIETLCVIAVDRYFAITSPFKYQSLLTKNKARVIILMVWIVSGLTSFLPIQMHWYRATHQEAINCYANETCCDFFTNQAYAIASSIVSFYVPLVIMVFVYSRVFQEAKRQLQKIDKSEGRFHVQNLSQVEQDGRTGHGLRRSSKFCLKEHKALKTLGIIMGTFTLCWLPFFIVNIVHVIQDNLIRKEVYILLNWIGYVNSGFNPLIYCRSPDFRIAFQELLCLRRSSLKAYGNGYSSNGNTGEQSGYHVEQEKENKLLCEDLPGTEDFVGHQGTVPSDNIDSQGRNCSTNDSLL
# The depositor's hits bear a star; ? = inconclusive; · = no result given; & = joins results of further samples; [ ] = dose if it differs, or a comment. Unless noted, calls come from the whole dose curve; as a rule, active = well fitted curve in the direction sought with a large enough effect; inconclusive = small, poorly fitted or top-dose-only effect, or another doubt; inactive = no such curve, though single readings can be large; an effect the other way counts as inactive or inconclusive. Random draw from the library; overall some 2.6% were active at least once.
SMILES,TSG101-PTAP inh,TRPV1 ag,Integrin act MD,USP2a block,Eya2 inh,ASM inhibitor,p53 reactivator,uPA surface inh,BRCA1 expr up,ELG1 genotox,B2AR arrestin
C=CCN=C(NC#N)SCC(=O)NCc1ccccc1,-5.3%,-0.6,-36.8%[inhibitor],1.7%,2.4%,2.2%,11.9%,-0.8%,-12.2%,1.6%,-0.5%
C=CCn1c(SCC(=O)Nc2ccc(C(=O)O)cc2)nc2sc(C)c(C)c2c1=O,-4.1%,-0.3,-15.9%,1.9%,3.8%,-0.2%,1.4%,-13.8%,-26.6%,0.5%,0.3%
CS(=O)(=O)Nc1ccccc1Oc1ccccc1,-1.6%,0.5,-1.3%,-0.3%,-0.1%,4.1%,0.5%,3.9%,1.3%,-1.5%,-0.5%
CCC(Sc1nc2ncccc2[nH]1)C(=O)NC1CCC(C)CC1 (stereo unspecified),-4.4%,20.2,-30.1%,-1.2%,7.3%,-0.2%,·,-4.9%,-4.3%,-0.2%,-0.8%
COc1cc(C(=O)NCCNC(=O)c2cc(OC)c(C)c(OC)c2)cc(OC)c1C,-0.4%,15.1,-22.4%,2.2%,-0.1%,2.3%,-4.0%,9.9%,-2.5%,0.0%,-0.3%
COC(=O)CSc1nc2c(cnn2-c2ccc(Cl)cc2)c(=O)[nH]1,-0.5%,-2.4,-6.0%,-1.4%,8.2%,2.7%,4.5%,5.4%,4.5%,1.0%,0.3%
Nc1ccc(Oc2ccc(Cl)cc2)cc1,-0.5%,2.1,18.3%,-5.2%,3.8%,5.5%,1.7%,-15.4%,-2.3%,3.2%,-0.1%
Cc1cc(C)n(Cc2ccc(NC(=O)c3nn(C)cc3[N+](=O)[O-])cc2)n1,-6.8%,-3.5,-45.9%[inhibitor],2.9%,-19.5%,-0.5%,-19.7%,12.3%,-25.4%,-0.9%,0.1%
CC(C)Cn1c(=O)c2ccccc2n2c(CCC(=O)NCc3ccccn3)nnc12,-5.2%,2.2,-6.7%,1.7%,-1.9%,1.0%,-0.7%,2.2%,0.3%,-1.6%[9.26 µM],-0.7%
CN(Cc1cccs1)C(=O)C1CCN(S(=O)(=O)c2ccccc2)CC1,-11.8%,0.8,-6.9%,4.3%,-13.2%,2.6%,-10.2%,-4.1%,-1.5%,-0.3%,0.1%
C=CCn1c(CNC(=O)c2ccco2)nnc1SCC(=O)c1ccc(F)cc1,-1.7%,0.0,-14.4%,0.0%,1.4%,0.3%,3.7%,0.8%,-11.2%,1.6%,0.2%
CC1CC(C)CN(C(=O)c2ccc(-c3ccc([N+](=O)[O-])cc3)o2)C1 (stereo unspecified),-0.5%,11.8,6.9%,4.6%,-18.1%,-4.4%,19.3%,-5.1%,57.7%,1.2%,0.0%
Cc1cccc(OCCCN2CCOCC2)c1C,-3.9%,-6.0,1.1%,0.1%,1.0%,5.0%,2.8%,13.9%,0.0%,0.1%,-0.3%
Cn1c(=O)oc2cc(S(=O)(=O)NC3CCCc4ccccc43)ccc21 (stereo unspecified),-2.7%,5.6,13.1%,4.3%,1.4%,3.1%,-1.3%,0.9%,-19.3%,7.5%,0.2%
CCN(CC)C(=O)Cn1cc(S(=O)(=O)CC(=O)Nc2ccc(F)cc2F)c2ccccc21,-2.6%,0.0,-3.6%,1.1%,-6.2%,7.4%,1.3%,14.6%,-15.9%,1.0%,0.1%
O=C1NC(NS(=O)(=O)c2ccccc2)(C(F)(F)F)C(=O)N1CCc1ccccc1 (stereo unspecified),-2.9%,-0.1,3.3%,1.1%,8.5%,-8.6%,7.9%,1.8%,21.6%&-2.1%,5.7%,-0.3%
NS(=O)(=O)c1cccc(NC(=O)COC(=O)COc2ccc3ccccc3c2)c1,-7.3%,16.9,-0.7%,0.0%,-19.6%,-5.2%,-8.3%,4.5%,-6.3%,-1.4%,-0.1%
CC1CC(C)CN(C(=O)COC(=O)CN2C(=O)c3ccccc3C2=O)C1 (stereo unspecified),-3.4%,·,0.0%,1.3%,-0.8%,7.4%,4.4%,0.5%,-34.4%,0.2%,-0.4%
Cc1cc(NC(=O)c2cccc(F)c2)ncc1NC(=O)c1ccco1,-2.4%,-0.4,-11.9%,-1.0%,5.0%,0.0%,?,-1.3%,?,3.66µM*,0.4%
CCCn1c(=NC(=O)c2c(-c3c(F)cccc3Cl)noc2C)c(C(=O)OCC)cc2c(=O)n3ccccc3nc21,·,-3.0,·,6.9%,-1.0%,·,-5.1%,·,·,-0.9%,-1.9%
Cc1cccc(N2CCN(S(=O)(=O)c3ccc(Cl)nc3)CC2C)c1 (stereo unspecified),-1.4%,·,15.3%,2.8%,-2.5%,1.7%,-4.8%,3.5%,-44.2%,-3.7%,0.1%
CNc1nc(CCN2C(=O)c3ccccc3C2=O)cs1,-1.1%,·,27.7%[7.66 µM],1.4%,7.5%,0.9%,-2.4%,0.9%,5.1%,3.4%,-0.4%
COc1ccc(S(=O)(=O)NCCSCc2ccco2)cc1C,1.0%,·,-23.8%,·,·,-2.8%,·,1.4%,-0.1%,·,·
COc1ccc2nc(C)cc(Nc3ccc(C)cc3)c2c1,0.4%,3.1,-6.7%,-0.7%,-6.2%,0.5%,4.8%,-6.6%,29.3%,-4.7%,-0.5%
Cc1cccc(N2CCN(Cc3ccc([N+](=O)[O-])o3)CC2)c1C,-1.0%,15.7,-20.0%,3.5%,?,-2.6%,·,1.9%,11.2%,-0.6%,0.4%
Cc1cccc(N2CCN(Cc3ccoc3)CC2)c1C,-0.6%,0.0,-3.3%,-2.5%,-18.7%,-3.2%,4.5%,-8.5%,13.5%,3.9%,0.1%
CCN(CC)C(=O)CC(c1ccc(F)cc1)c1ccco1 (stereo unspecified),-0.5%,12.4,0.0%,1.1%,10.5%,-4.4%,2.0%,0.0%,1.7%,9.8%,-0.3%
CCOP(=O)(OCC)C(NC(=O)c1cccs1)C(F)(F)F (stereo unspecified),-4.6%,-8.4,0.0%,-1.4%,-9.1%,54.1%[activator],0.8%,-4.3%,5.1%,-0.7%,0.0%
O=C(c1ccccc1)N1CCn2c(nc3ccccc32)C1,0.5%,-1.6,-1.1%[7.66 µM],1.6%,3.1%,1.0%,0.2%,-4.0%,7.1%,0.1%,-0.4%
N#Cc1nc(COc2ccccc2Cl)oc1NCc1ccc(F)cc1,-10.9%,20.6,-14.8%,1.2%,-16.2%,0.2%,9.2%,·,1.9%,-4.7%,-0.1%
CCOc1ccccc1Nc1cc(C)nc2nc(C)nn12,-4.1%,1.0,-3.2%,0.5%,0.2%,0.1%,-5.0%,10.3%,8.6%,-0.6%,0.0%
CCOc1ccc(S(=O)(=O)Nc2ccc(C(=O)NCC3CCCO3)cc2)cc1 (stereo unspecified),0.4%,-2.5,30.6%,4.7%,5.5%,-0.3%,-15.9%,0.4%,-5.6%,2.4%,0.1%
Cc1ccc(S(=O)(=O)Nc2cccc(C(=O)N3CCC(C(N)=O)CC3)c2)cc1,-5.7%,2.8,17.5%,0.3%,19.3%,0.6%,?,-6.2%,0.4%,0.6%,-0.2%
O=C(c1csc(Nc2ccccc2Cl)n1)N1CCCC1,0.6%,0.1,-11.0%,1.0%,-6.0%,-1.2%,?,0.0%,38.6%,20.2%,-1.4%
COc1ccccc1NC(=O)c1sc2nc(N3CCOCC3)c3c(c2c1N)CCCC3,-2.2%,?,8.2%,0.9%,4.9%,·,19.0%,-3.2%,0.3%,0.1%,0.4%
Cn1c(=O)cc(OCCCC(=O)Nc2cccnc2)c2ccccc21,-3.0%,0.6,0.0%,-1.1%,-8.9%,0.2%,-1.2%,-10.8%,-23.8%,?,-1.2%
CCc1nnc(NC(=O)c2cccnc2SC)s1,-1.9%,-5.8,13.2%,0.6%,4.3%,-4.2%,3.9%,?,-24.4%,-2.4%,0.0%
Cc1nc(N2N=C3/C(=C/c4ccc(F)cc4)CCCC3C2c2ccc(F)cc2)sc1C(=O)N(C)C (stereo unspecified),0.0%,1.1,-45.4%[inhibitor],-12.9%,3.7%,51.8%,-1.3%,-4.0%,-79.3%[inhibitor],-21.4%,6.8%
COc1cccc(N2CCN(Cc3cccnc3)CC2)c1,0.5%,-2.6,-25.5%,-2.4%,10.2%,-0.3%,1.6%,·,-18.0%,-0.6%,-0.3%
O=C(C[n+]1ccccc1)Nc1ccccc1C(F)(F)F,-0.9%,1.1,0.0%,-0.8%,2.1%,1.0%,?,31.2%[activator],-25.7%,5.7%,-0.9%
